# Screening data: PubChem, National Center for Advancing Translational Sciences (NCATS)
# TDP1 block = blocks human tyrosyl-DNA phosphodiesterase 1; Q9NUW8; recombinant TDP1, AlphaScreen DNA substrate cleavage; Potency, µM (series often up to 130 µM), for the others: at the top dose activity change, negative = inhibition, actives largely listed as inhibitors; 350,000 compounds, 0.28% hits; AID 485290; note: nearly all actives have a fitted effect of over 40% in size
# Target sequence (Q9NUW8 whole entry, looked up): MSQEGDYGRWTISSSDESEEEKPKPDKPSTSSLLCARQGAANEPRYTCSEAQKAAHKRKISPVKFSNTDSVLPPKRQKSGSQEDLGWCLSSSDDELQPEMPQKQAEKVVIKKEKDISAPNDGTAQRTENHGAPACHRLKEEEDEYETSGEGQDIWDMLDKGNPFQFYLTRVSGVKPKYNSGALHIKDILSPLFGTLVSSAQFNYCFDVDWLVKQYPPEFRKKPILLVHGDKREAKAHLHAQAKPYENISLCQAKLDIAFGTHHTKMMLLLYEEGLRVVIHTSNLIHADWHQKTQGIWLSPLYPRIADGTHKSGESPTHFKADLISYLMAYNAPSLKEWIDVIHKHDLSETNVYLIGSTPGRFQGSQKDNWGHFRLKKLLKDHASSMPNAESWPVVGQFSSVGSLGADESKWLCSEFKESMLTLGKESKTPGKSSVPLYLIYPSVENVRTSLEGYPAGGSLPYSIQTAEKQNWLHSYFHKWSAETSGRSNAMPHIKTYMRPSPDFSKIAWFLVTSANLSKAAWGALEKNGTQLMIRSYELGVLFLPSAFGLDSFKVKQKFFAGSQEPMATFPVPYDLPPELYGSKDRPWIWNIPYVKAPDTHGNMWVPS
#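 Here, a 5' biotin and 3' phosphotyrosine-FITC DNA oligonucleotide reports Tdp1 activity: intact substrate bridges AlphaScreen beads, while cleavage leaves a 3' phosphate and drops signal. All incubations at room temperature.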
# N370S GC = inhibitors or activators of N370S glucocerebrosidase for Gaucher disease; AID 2101; 330,000 compounds, 0.092% hits; N370S GC spleen homogenate, 4MU-glucoside fluorescence; P04062; Potency, µM (doses to about 59.4 µM), for inactives: at the highest dose activity change, negative = inhibition, actives largely listed as inhibitors;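 note: 0% = full enzyme activity and -100% = no enzyme basal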
# DT40 TDP1 no CPT = qHTS for Inhibitors of human tyrosyl-DNA phosphodiesterase 1 (TDP1): qHTS in cells in absence of CPT. 420,000 compounds, 15% hits. Potency, µM (series often up to 46.2 µM), for the others: at the top dose activity change, negative = growth inhibition, usual class: inhibitors. DT40 Tdp1-/- hTDP1 cells, no CPT, ATP luminescence, 48 h; note: nearly all actives have a fitted effect of over 55% in size
#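 DT40 Tdp1-/-;hTDP1 cells, no CPT (DMSO vehicle only), 400 cells/well; compounds pin-transferred; ≥48 hr, 37 °C; CellTiter-Glo 30 min RT dark, luminescence read.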
# * = called active by the depositor; ? = inconclusive; . = no result given; & = joins results of further samples; [ ] = dose if it differs, or a comment. Calls come from the whole dose curve; as a rule, active = well fitted curve in the direction sought with a large enough effect; inconclusive = small, poorly fitted or top-dose-only effect, or another doubt; inactive = no such curve, though single readings can be large; an effect the other way counts as inactive or inconclusive. Unless noted, % is set by controls: 0 for no effect and ±100 for the full control effect; potency is the fitted concentration of half-maximal effect.
SMILES,TDP1 block,N370S GC,DT40 TDP1 no CPT
COc1ccc(CNC(=O)C(c2ccc(C)o2)N(Cc2cccs2)C(=O)Cc2cccs2)cc1 (configuration not stated),-5%,10%,?
CCOc1ccc(-c2nnc3n2N=C(c2ccc(OC)cc2)CS3)cc1,4%,4%,?
COc1ccc2oc(C(=O)OC(C)C(=O)N(C)c3ccccc3)c(C)c2c1 (configuration not stated),-4%,2%,?
CCOC(=O)N1CCC(NC(=O)CSCc2nc(-c3ccccc3Cl)oc2C)CC1,2%,-6%,?
CCOc1ccc(C(=O)NCC(=O)NNC(=O)C2COc3ccccc3O2)cc1OCC (configuration not stated),-3%,-2%,-16%
Oc1c(/C=N/c2ccccn2)sc2ccccc12,11%,-19%,-6%
CCOC(=O)C(Cc1ccccc1)NC(=O)Cn1nnc(-c2ccc(C)cc2)n1 (configuration not stated),2%,.,-18%
COc1ccc(-c2noc(CCCC(=O)NCc3ccco3)n2)cc1OC,5%,0%,?
Cc1ccc(-n2ncc3c(NC4CCCCCC4)ncnc32)cc1Cl,5%,.,?
COC(=O)C(CCSC)NC(=O)c1cn(-c2ccc(OC)cc2)c(=O)c2ccccc12 (configuration not stated),.,-4%,18%
CCOC(=O)Cn1c(=N)n(Cc2ccccc2)c2ccccc21,1%,-8%,-25%
C[C@@H](c1ccccc1)N1C(=O)[C@H]2[C@H]3[C@H](O)[C@H](O)C/C(=N/OCc4ccccc4)[C@@H]3CC[C@@H]2C1=O,2%[21 µM],-3%[12.8 µM],.
Cc1nc(Cc2nnc(SCC(=O)N3CCN(c4ccc(O)cc4)CC3)o2)cs1,-17%,.,-14%
Cc1noc(C)c1NC(=O)Nc1cccc2c1O[C@H](CN(C)S(=O)(=O)c1cccs1)[C@@H](C)CN([C@H](C)CO)C2=O,2%,.,-2%
Cc1cc(NC(=O)COc2coc(CN3CCN(c4ccccc4)CC3)cc2=O)no1,-7%,-3%,-14%
COc1ccccc1OCCCCN1CCC(C)CC1,.,-5%,-4%
CC(=O)c1sccc1NC(=O)c1ccccc1C(=O)O,1%,22%,-9%
O=C1CCCN1CCCNc1ncnc2c1cnn2-c1ccc(Cl)cc1,1%,4%,?
O=C(Nc1ccc(N2CCOCC2)cc1N1CCOCC1)c1ccc([N+](=O)[O-])cc1,2%,-3%,-2%
COc1ccccc1OC(C)C(=O)Nc1ccc2c(c1)n(C)c(=O)n2C (configuration not stated),3%,-3%,-3%
COc1ccc(OC)c(NC(=O)NC2CCCCCCC2)c1,3%,-11%,-25%
O=c1c(-c2cc(F)cc(F)c2)nc2cnc(N3CCNCC3)nc2n1-c1ccccc1,.,-9%,?
CCCCn1c(-c2ccncc2)nc2c1c(=O)[nH]c(=O)n2CC(C)C,1%,-2%,-20%
COc1ccc(NC(=O)CCC2CCCCC2)cc1S(=O)(=O)N1CCCCC1,-3%,3%,?
O=C(Nc1nnc(CCN2CCCCC2)s1)c1cccc(Cl)c1,0%,-11%,-7%
COc1ccccc1CNC(=O)c1ccc(N2CCOCC2)c([N+](=O)[O-])c1,5%,11%,-7%
CCN(CC)c1ccc(/C=N/N=C(c2ccccc2)c2ccccc2)c(O)c1,-2%,4%,21µM*
Cc1c(CCC(=O)N[C@@H](C)C(=O)O)c(=O)oc2cc3oc4c(c3cc12)CCCC4,.,-5%,1%
O=C(Cc1cccs1)N1CCN=C1SCc1ccc(Br)cc1,1%,20%,?
Cc1cc(OCC(=O)Nc2cc(-c3nn4c(C)nnc4s3)ccc2C)ccc1Cl,5%,1%,?

# Arranged by molecular weight (smallest number first): 16 of the compounds above
SMILES,TDP1 block,N370S GC,DT40 TDP1 no CPT
COc1ccccc1OCCCCN1CCC(C)CC1,.,-5%,-4%
CC(=O)c1sccc1NC(=O)c1ccccc1C(=O)O,1%,22%,-9%
COc1ccc(OC)c(NC(=O)NC2CCCCCCC2)c1,3%,-11%,-25%
CCOC(=O)Cn1c(=N)n(Cc2ccccc2)c2ccccc21,1%,-8%,-25%
CCCCn1c(-c2ccncc2)nc2c1c(=O)[nH]c(=O)n2CC(C)C,1%,-2%,-20%
Cc1ccc(-n2ncc3c(NC4CCCCCC4)ncnc32)cc1Cl,5%,.,?
CCOc1ccc(-c2nnc3n2N=C(c2ccc(OC)cc2)CS3)cc1,4%,4%,?
COc1ccc2oc(C(=O)OC(C)C(=O)N(C)c3ccccc3)c(C)c2c1 (configuration not stated),-4%,2%,?
O=C1CCCN1CCCNc1ncnc2c1cnn2-c1ccc(Cl)cc1,1%,4%,?
CCOC(=O)C(Cc1ccccc1)NC(=O)Cn1nnc(-c2ccc(C)cc2)n1 (configuration not stated),2%,.,-18%
O=c1c(-c2cc(F)cc(F)c2)nc2cnc(N3CCNCC3)nc2n1-c1ccccc1,.,-9%,?
Cc1cc(NC(=O)COc2coc(CN3CCN(c4ccccc4)CC3)cc2=O)no1,-7%,-3%,-14%
Cc1nc(Cc2nnc(SCC(=O)N3CCN(c4ccc(O)cc4)CC3)o2)cs1,-17%,.,-14%
COC(=O)C(CCSC)NC(=O)c1cn(-c2ccc(OC)cc2)c(=O)c2ccccc12 (configuration not stated),.,-4%,18%
COc1ccc(CNC(=O)C(c2ccc(C)o2)N(Cc2cccs2)C(=O)Cc2cccs2)cc1 (configuration not stated),-5%,10%,?
Cc1noc(C)c1NC(=O)Nc1cccc2c1O[C@H](CN(C)S(=O)(=O)c1cccs1)[C@@H](C)CN([C@H](C)CO)C2=O,2%,.,-2%

# Compound profiles (already shown).
# Cc1nc(Cc2nnc(SCC(=O)N3CCN(c4ccc(O)cc4)CC3)o2)cs1 as listed: TDP1 block: -17%; N370S GC: .; DT40 TDP1 no CPT: -14%
# O=C(Nc1ccc(N2CCOCC2)cc1N1CCOCC1)c1ccc([N+](=O)[O-])cc1 as listed: TDP1 block: 2%; N370S GC: -3%; DT40 TDP1 no CPT: -2%

# Later entries
SMILES,TDP1 block,N370S GC,DT40 TDP1 no CPT
Cc1nn(-c2ccccc2)cc1C(c1c(N)[nH]c(=S)[nH]c1=O)c1c(N)[nH]c(=S)[nH]c1=O,6%,7%,-11%
CCC(C(=O)NCCc1ccccc1OC)n1nc(C)c2c(C)n(-c3ccccc3)nc2c1=O (configuration not stated),2%,-15%,?
Cc1c(C(=O)OCC(=O)N(CCC#N)c2ccccc2)oc2c1ccc1ccccc12,7%,2%,?
CCOC(=O)/C=C1\SCC(=O)N1CC(=O)c1ccc[nH]1,-10%,-3%,7%
CCCC(c1nnnn1Cc1ccco1)N1CCN(c2ccccc2)CC1 (configuration not stated),2%,-15%,1%
CCOc1ccc(NC2=NCC(=O)N2CCc2ccccc2)cc1,-9%,0%,-12%
CN(C(=O)COC(=O)c1cnc(Cl)c(Cl)c1)C1CCCCC1,1%,.,-26%
CCN(C(=O)COC(=O)c1ccccc1NCCO)C1CCS(=O)(=O)C1 (configuration not stated),-6%,?,-7%
O=C(OCC(=O)c1ccc(Cl)cc1Cl)c1ccccn1,0%,.,?
CCOc1ccc(C2c3[nH]c4ccccc4c3C[C@H]3C(=O)N(C4CC4)CC(=O)N23)cc1OC (some centres not stated),.,-7%,18%
C=C(C)CNC(=S)N/N=C\c1ccc2c(c1)OCO2,5%,10%,?
COc1ccc(C(=O)OCc2cc(=O)n3c(C)csc3n2)cc1F,0%,.,?
COc1ccc(C2=NO[C@@H]3[C@@H]4C[C@@H]([C@H]5C(=O)N(C)C(=O)[C@@H]45)[C@H]23)cc1,3%,5%,-28%
Cc1ccc(S(=O)(=O)N2CCCCC2)cc1NS(=O)(=O)c1cccc(C(=O)O)c1,0%,-7%,-20%
COc1ccc(N(CC(=O)Nc2c(C)n(C)n(-c3ccccc3)c2=O)S(=O)(=O)c2ccc(C)cc2)cc1OC,1%,-4%,0%
Cc1ccc(CNC(=O)C(C)OC(=O)c2ccco2)cc1 (configuration not stated),4%,4%,-5%
COc1ccc(-c2nc(-c3cccs3)no2)cc1,.,-9%,-23%
O=C1N[C@H](Cc2ccccc2)COC(=O)[C@@H](Cc2ccc(F)cc2)CC/C=C/C[C@H]1CC(=O)N(CCO)Cc1ccccc1,2%,.,?
Cc1ccc2nc(CSc3nnc(NC(=O)CC(C)C)s3)cc(=O)n2c1,8%,.,?
CSCC[C@H](NC(=O)[C@H](CC(C)C)NC(=O)CNC(=O)[C@H](Cc1ccc(O)cc1)NC(=O)[C@H](Cc1ccccc1)NC(=O)[C@H](CCCCN)NC(=O)[C@H](CC(N)=O)NC(=O)[C@@H]1CCCN1C(=O)[C@H](CC(=O)O)NC(=O)[C@H](C)NC(=O)[C@@H]1CCC(=O)N1)C(N)=O,7%,-1%,.
CCOc1ccc(S(=O)(=O)NCCOC)cc1C,-5%,-12%,-14%
CCCCCn1c(=O)[nH]c2cc(C(=O)NCCN(CC)CC)ccc2c1=O,5%,15%,21µM*
Cc1cccc(NC(=O)CSc2nc3ccccc3c(=O)n2C)c1,3%,?,?
CCCCn1c(O)c(/C=C/C=C/C=Nc2ccccc2)sc1=S,8%,4%,15µM*
CC(=O)Nc1ccc(S(=O)(=O)NC2(C(F)(F)F)NC(=O)N(c3ccccc3F)C2=O)cc1 (configuration not stated),-1%&-6%,-1%,3%&-15%
CC1(c2cccc(Br)c2)NC(=O)N(CC(=O)NC2CCCCC2)C1=O (configuration not stated),0%,.,0%
CC(=O)Nc1ccc2c(c1)ncn2-c1ccccc1,.,-4%,-8%
CCn1c(SCC(=O)NC2CCCCC2)nnc1-c1ccco1,.,-14%,7%
COc1ccc(C(=O)C(CCC(CNC(C)(C)C)C(=O)c2ccc(OC)cc2)CNC(C)(C)C)cc1 (configuration not stated),-3%,-8%,5.2µM*
CC(C)NC[C@@H](O)COc1ccccc1-n1cccc1,18%[56.1 µM],-1%,?
CCC(CO)Nc1ncnc2c1cnn2-c1ccc(C)cc1 (configuration not stated),3%,.,-28%
CCOCCc1nn2c(=O)cc(COC(=O)c3ccccc3NC(=O)c3ccccc3F)nc2s1,-1%,.,-29%
Cc1nc2ccccc2n1/C(=N\S(=O)(=O)c1ccccc1)c1ccccc1,5%,-5%,-11%
COc1ccc(C(=O)NCC(c2ccco2)N(C)C)cc1S(=O)(=O)NCc1ccc(Cl)cc1 (configuration not stated),1%,.,-34%
CC(=O)c1ccccc1OCc1ccc(S(=O)(=O)Cc2ccccc2)cc1,.,-9%,21µM*
O=C(C1CCN(S(=O)(=O)c2cccc3cccnc23)CC1)N1CCCC1,1%,-11%,-6%
CC1CC(C)CN(C(=O)COC(=O)CCC(=O)c2cccs2)C1 (configuration not stated),0%,.,?
CCCN(CCC)C(=O)c1nn(C)c2c1CSc1ccccc1-2,9%,.,?
Cc1cccc(C(=O)N2CCC(n3nnc4cc(F)ccc43)CC2)c1,3%,-3%,?
COC(=O)CC1C(=O)NCCN1C(=S)Nc1ccccc1 (configuration not stated),1%,3%,-5%
COc1ccc(NS(=O)(=O)c2cccc(C(=O)NCC3(N4CCOCC4)CCCCC3)c2)cc1,5%,-5%,-18%
COc1ccc(OCc2ccc(C(=O)O)cc2)cc1,-1%,2%,-1%
Cc1cccc(C)c1NC(=O)Nc1csc2c1CCCC2,-2%,.,-13%
O=C(O)CC(=O)NC12CC3CC(CC(C3)C1)C2,-5%&1%,2%&6%,2%&8%
Cc1c(Cl)cccc1NC(=O)C1CCN(S(C)(=O)=O)CC1,3%,1%,-2%
Cc1ccc(C(=O)c2c(C)oc3c2C(=O)C(=O)c2ccccc2-3)cc1,10%,7%,2.6µM*
Cc1cc(C)cc(CSc2ccc(S(=O)(=O)N3CCCC3)cn2)c1,-11%,.,?
Oc1ccccc1CNc1nccs1,.,-19%,9%
CC1=CC=CC2=NC(=O)CC(C)(C(=O)N(CC(=O)NC3CCCC3)Cc3ccc(Cl)cc3)N12 (configuration not stated),.,?,-10%
O=C1CCN(S(=O)(=O)c2ccccc2)C2CCCCC12 (configuration not stated),2%,28%,?
O=C(COC(=O)C1CCN(S(=O)(=O)c2cccs2)CC1)NCc1ccc(F)cc1,.,-2%,10%
CCOc1ccccc1NCc1cc(=O)oc2cc(C)ccc12,-3%,-7%,?
S=c1[nH]nc(COc2ccccc2)n1/N=C/C=C/c1ccccc1,6%,3%,-2%
CCCN(CC(=O)Nc1ccccc1C)C(=O)COc1c(C)cccc1C,1%,.,6%
Cc1sc(-c2ccncc2)nc1OC(=O)c1ccc(F)cc1F,5%,11%,-22%
Cc1ccc(/C=C/C(=O)Nc2cccnc2)o1,0%,18%,?
COc1nc(N/N=C/c2ccc(C)cc2)nc(N2CCCCC2)n1,5%,-2%,-13%
CCOC(=O)c1cccc(NC(=O)/C=C/c2cccc([N+](=O)[O-])c2)c1,4%,2%,?
Cc1ccc(NC(=O)CC(=O)c2ccc([N+](=O)[O-])cc2)cc1S(=O)(=O)Nc1cccc(Cl)c1,-3%,-1%,11%
CCn1cc(C(=O)OCC(=O)Nc2ccc(F)cc2F)c(=O)c2ccc(C)nc21,-1%,.,?
C1CCC(Nc2nc3nonc3nc2N2CCSCC2)C1,5%,-5%,2%
CCn1c2ccccc2c2cc(NC(=O)c3cccc([N+](=O)[O-])c3C)ccc21,2%,-13%,15µM*

# A portion of the library, so the mix of outcomes need not match the whole.
